RBX1-CUL1 inh: inhibitors of human ROC1-CUL1 ubiquitin ligase activity. E3 ubiquitin-protein ligase RBX1 (Homo sapiens) + Cullin-1 (Homo sapiens), P62877+Q13616. in vitro K48 di-Ub FRET, acceptor:donor ratio, 45 min. inhibition, % at 10 µM. hit rate 0.6% among 140,000; in the data active means inhibition above about 25%
Target sequence (P62877 whole entry, looked up): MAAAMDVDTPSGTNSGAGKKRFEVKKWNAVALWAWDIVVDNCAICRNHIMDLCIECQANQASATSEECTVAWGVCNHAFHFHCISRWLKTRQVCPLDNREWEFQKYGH
Target sequence (Q13616 whole entry, looked up): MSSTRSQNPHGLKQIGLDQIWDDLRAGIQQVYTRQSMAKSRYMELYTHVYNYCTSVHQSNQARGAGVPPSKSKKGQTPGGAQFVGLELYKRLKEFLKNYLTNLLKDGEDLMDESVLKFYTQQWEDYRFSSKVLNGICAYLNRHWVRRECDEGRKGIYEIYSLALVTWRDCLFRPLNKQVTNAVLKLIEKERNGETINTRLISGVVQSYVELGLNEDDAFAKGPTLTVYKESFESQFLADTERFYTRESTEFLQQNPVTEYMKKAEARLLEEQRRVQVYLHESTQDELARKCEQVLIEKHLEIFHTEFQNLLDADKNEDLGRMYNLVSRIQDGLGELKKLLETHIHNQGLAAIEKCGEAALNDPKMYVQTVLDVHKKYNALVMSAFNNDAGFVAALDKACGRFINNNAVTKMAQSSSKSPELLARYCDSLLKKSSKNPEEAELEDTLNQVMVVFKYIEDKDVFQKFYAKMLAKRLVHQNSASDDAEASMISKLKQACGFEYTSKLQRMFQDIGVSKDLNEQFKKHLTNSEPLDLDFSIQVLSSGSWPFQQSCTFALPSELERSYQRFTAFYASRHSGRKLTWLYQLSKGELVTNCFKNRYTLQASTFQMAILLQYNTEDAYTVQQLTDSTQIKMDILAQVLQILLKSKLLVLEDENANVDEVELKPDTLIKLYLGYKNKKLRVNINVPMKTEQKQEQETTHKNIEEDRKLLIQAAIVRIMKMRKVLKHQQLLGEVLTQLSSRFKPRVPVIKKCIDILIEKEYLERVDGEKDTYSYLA
* hit, by the source's call. The list is partial. The share of hits here may be higher or lower than overall.

RBX1-CUL1 inh	Compound
1	CCOc1ccc(C2c3c(-c4ccc(C)cc4)n[nH]c3C(=O)N2c2ccc(Cl)cc2)cc1 (configuration not stated)
-8	CCn1cc2nc(SCC(=O)Nc3cccc(Cl)c3C)n(Cc3ccc(Cl)cc3)c(=O)c2n1
3	CCN1C(=O)N=C(Cc2ccc(N(C)C)cc2)C1=O
-5	CC(C)[C@H]1CC[C@H](C)c2c1nn(C(=O)C(C)(C)C)c2-c1ccccc1
-11	CC(C)CCNc1ccc(C(=O)N2CCC(CN3CCCC3=O)CC2)cn1
0	CCC(C)NC(=O)Cn1c(-c2cccs2)cc2cc(Cl)ccc21 (configuration not stated)
-11	N#Cc1cccnc1-c1cccc(-c2ccn(CCN3CCOCC3)n2)c1
-1	Cc1cc2c(cc3c(=O)n(CC(=O)NCc4ccccc4Br)ncn32)s1
-6	COc1cc(CNC(=O)C2CCCCN2S(=O)(=O)c2ccc(F)cc2)cc(OC)c1OC (configuration not stated)
6	COC(=O)c1cc(C(=O)NC2CCSC2=O)cc([N+](=O)[O-])c1 (configuration not stated)
13	Cc1nc(NC(=O)NCc2scnc2-c2ccccc2)nn1C(C)C
10	CC1C(=NC(=O)CSc2ccccn2)C(=O)N(c2ccccc2)N1C (configuration not stated)
2	Cc1ccc(S(=O)(=O)N2CCC(C(=O)Nc3ccc(Oc4ccccc4)cc3)CC2)cc1
2	COc1cc(NCc2cc[n+](C)cc2)cc(OC)c1OC
3	Brc1cnc2c(Br)cncc2c1
7	CCCN(CCC)C(=O)C1CCCN(c2ncnc3c2nc2n3CCCCC2)C1 (configuration not stated)
-6	COc1cc(OC)c(C(=O)NCCC(C)C)cc1OC
9	COCCN1C(=O)CC(CC(=O)N(C)CCC23CC4CC(CC(C4)C2)C3)(c2ccccc2OC)C1=O (configuration not stated)
-5	COc1ccc(C)cc1NC(=O)Cn1c(=O)oc2cc(S(=O)(=O)N3CCCCCC3)ccc21
3	S=C(NCc1ccccn1)NC1CCCCC1

In another format: 7 of the compounds above
SMILES	RBX1-CUL1 inh
CCN1C(=O)N=C(Cc2ccc(N(C)C)cc2)C1=O	3
CC(C)[C@H]1CC[C@H](C)c2c1nn(C(=O)C(C)(C)C)c2-c1ccccc1	-5
CC(C)CCNc1ccc(C(=O)N2CCC(CN3CCCC3=O)CC2)cn1	-11
CCC(C)NC(=O)Cn1c(-c2cccs2)cc2cc(Cl)ccc21 (configuration not stated)	0
N#Cc1cccnc1-c1cccc(-c2ccn(CCN3CCOCC3)n2)c1	-11
Cc1cc2c(cc3c(=O)n(CC(=O)NCc4ccccc4Br)ncn32)s1	-1
COc1cc(CNC(=O)C2CCCCN2S(=O)(=O)c2ccc(F)cc2)cc(OC)c1OC (configuration not stated)	-6

Next part.
RBX1-CUL1 inh	Compound
8	O=S(=O)(c1ccc(F)c(Cl)c1)N1CCN(C(c2ccccc2)c2ccccc2)CC1
7	CN(Cc1cnccn1)C(=O)c1cc(COc2ccccc2)[nH]n1
1	Cc1cc(C(=O)N2CCC(n3cc(-c4ccccn4)nn3)CC2)c(C)o1
1	CCOC(=O)C(C)N1C(=O)S/C(=C/c2ccc(OCC(=O)Nc3ccccc3)c(Cl)c2)C1=O (configuration not stated)
64*	CC1=NN(c2ccc(S(N)(=O)=O)cc2)C(=O)C1=Nc1ccc(N(C)C)cc1
6	O=C(c1ccc(F)cc1)N1CCN(Cc2ccccc2[N+](=O)[O-])CC1
8	COC(=O)c1ccc(NC(=O)CSc2nnc(CNC(=O)c3ccc(OC)cc3)n2C)cc1
21	COc1cc(C(=O)CC2OC(O)C(Cl)=C2Cl)ccc1Cl (configuration not stated)
-8	Cc1ccc2oc3c(c(=O)c2c1)C(c1ccccc1)N(c1cc(C)on1)C3=O (configuration not stated)
1	Cc1ccc(S(=O)(=O)N2CCCCC2C(=O)N(C)Cc2ccccc2)cc1 (configuration not stated)
15	Cc1ccc2c(c1)CN(CC(=O)N1CCC(C(=O)N3CCCCC3)CC1)CC(c1ccsc1)O2 (configuration not stated)
2	O=S(=O)(NCC1CCN(S(=O)(=O)c2ccccc2)CC1)c1ccccc1
-3	CCOC(=O)c1cccc(NC(=O)CC2C(=O)N(c3ccc(F)cc3)C(=O)N2Cc2cccc(OC)c2)c1 (configuration not stated)
4	Cc1ccc(N2CCN(CC(=O)Nc3cc(Cl)ccc3Cl)CC2)c(C)c1
13	CCN(CCN1CCCCC1)c1ccc(C2CCCC2)cc1
-1	CCOc1ccc2nc(SCC(=O)Nc3ccc(F)cc3)nc(-c3ccccc3)c2c1
-4	CCOc1ccccc1CNC(=O)CC(C)n1ccc(C)n1 (configuration not stated)
-6	CCc1ccccc1NC(=O)CSc1nnc(C(C)NC(=O)c2ccc(Cl)cc2)n1C (configuration not stated)
-6	CC(=O)Nc1ccc(C2=CC(=O)C=CC2=O)cc1
-10	Cc1ccccc1N1CCN(C(=O)CC2(c3ccccc3C)CC(=O)N(Cc3ccncc3)C2=O)CC1 (configuration not stated)

RBX1-CUL1 inh: entries above that show a hit.
RBX1-CUL1 inh	Compound
64*	CC1=NN(c2ccc(S(N)(=O)=O)cc2)C(=O)C1=Nc1ccc(N(C)C)cc1

(continued)
RBX1-CUL1 inh	Compound
-2	O=S(=O)(c1ccc(Br)cc1)N1CCN(Cc2c(O)ccc3ccccc23)CC1
-1	CC(=O)Oc1ccc(N2C(=O)C3C4c5ccccc5C(Cl)(c5ccccc54)C3C2=O)cc1 (configuration not stated)
1	COc1ccc(-c2cc(=O)oc3c4c(ccc23)OCN(Cc2cccc(OC)c2)C4)cc1
-6	Cc1cc(Br)ccc1OCC(=O)NNC(=O)c1ccc(NC(=O)C2CC2)cc1
-2	Cc1ccccc1NC(=O)C(C)Oc1ccccc1C (configuration not stated)
-1	O=C1c2ccccc2NC(c2cccc(OCc3ccc(Cl)cc3Cl)c2)N1c1ccc(F)cc1 (configuration not stated)
-5	Cc1[nH]c2ccc(CC(=O)O)cc2c1C
3	C=CCCCCCCCCC(=O)Nc1ncccn1
3	CSc1nc(Cl)c2c3c(sc2n1)COC(C)(C)C3
2	COc1cc(-c2nnc(SCC(=O)c3ccc(F)cc3)n2-c2ccccc2)cc(OC)c1OC
6	CCCCc1ccc(NC(=S)N2CCN(CCO)CC2)cc1
2	Cc1ccc(S(=O)(=O)Oc2ccc(/C=C3\N=C(c4ccc(Cl)cc4)OC3=O)cc2)cc1
3	CCN1CCN(c2nc(C)c(Cc3ccc(C)cc3)c(=O)[nH]2)CC1
-9	CCCCn1c(Oc2cccc(C(=O)OC)c2)nc2c1c(=O)n(C)c(=O)n2C
4	Cc1cc(C)n2nc(C(=O)O)cc2n1
-4	O=C(CC1C(=O)NCCN1CCCc1ccccc1)NCCOc1cccnc1 (configuration not stated)
-5	COc1cc(Br)cc2cc(S(=O)(=O)c3ccccc3)c(=O)oc12
-6	CCOc1ccc(NC(=O)COc2cc(Cl)c(Cl)cc2Cl)cc1
-12	CCOc1ccc(-c2cc(-c3ccccc3)c3c(N)c(C(=O)Nc4ccc(OC)cc4OC)sc3n2)cc1
-1	COc1ccc(NC(=O)COc2ccc(C(=O)Nc3ccccc3OC)cc2)cc1

6 compounds already listed, ordered by the value under RBX1-CUL1 inh, low to high.
RBX1-CUL1 inh	Compound
-9	CCCCn1c(Oc2cccc(C(=O)OC)c2)nc2c1c(=O)n(C)c(=O)n2C
-4	O=C(CC1C(=O)NCCN1CCCc1ccccc1)NCCOc1cccnc1 (configuration not stated)
-2	Cc1ccccc1NC(=O)C(C)Oc1ccccc1C (configuration not stated)
-1	O=C1c2ccccc2NC(c2cccc(OCc3ccc(Cl)cc3Cl)c2)N1c1ccc(F)cc1 (configuration not stated)
3	C=CCCCCCCCCC(=O)Nc1ncccn1
6	CCCCc1ccc(NC(=S)N2CCN(CCO)CC2)cc1

(list continues)
RBX1-CUL1 inh	Compound
-1	CCCC(=O)N1CCC(N2CCCC(C(=O)NCCc3ccccc3)C2)CC1 (configuration not stated)
-15	CCOC(=O)C1(Cc2ccccc2Cl)CCN(Cc2ccc(NC(C)=O)cc2)CC1
6	c1cn(-c2nnns2)cn1
-7	O=C(Nc1ccccc1)c1cc(S(=O)(=O)Nc2cccnc2)ccc1Cl
1	CCc1n[nH]c2c1CN(C(=O)C1CCC(=O)N(CCOC)C1)CC2 (configuration not stated)
-2	COc1cc(/C=C2\C(=O)N(c3ccc(C)cc3)N=C2C)ccc1OCC(=O)Nc1ccc(C(=O)O)cc1
0	CCc1nc2nc(C)cc(Nc3ccc(OC)cc3)n2n1
1	CCCCOC(=O)c1ccc(OC(=O)c2sc3ncn(Cc4cccc(F)c4)c(=O)c3c2C)cc1
-6	Nn1c(COc2ccccc2)n[nH]c1=S
-7	COc1ccc(OC)c(CNC(=O)c2cccc(NC(=O)N3CCSc4ncccc43)c2)c1
8	Cc1ccc2c(c1)c1c(c(=O)n(-c3ccccc3)c(=O)n1CC(=O)N1CCCC1)n2C
6	CC(C)Cc1ccc(-c2[nH]nc3c2C(c2ccncc2)C(C#N)C(=N)O3)cc1 (configuration not stated)
-8	CCOc1ccc(-c2cc(C3CC3)c(C#N)c(N)c2C#N)cc1
1	Cc1cc(OCC(=O)Nc2ccc3nc(-c4ccccc4F)oc3c2)ccc1Cl
-4	Cc1cccc(Cn2c(SCc3ccc(C(=O)NCc4cccs4)cc3)nc3cccnc32)c1
3	CCC(=O)Nc1ccc(F)c(Cl)c1
3	CC1=Nc2ccccc2C1=Cc1sc(Nc2ccc(C)cc2)nc1O
2	Nc1nc(SCCCc2ccccc2)n[nH]1
-6	COc1ccc(CNC(=O)CCCN2C(=O)c3cccnc3Oc3ccc(Cl)cc32)cc1
9	COC(=O)c1ccccc1NC(=O)c1cc(-c2ccccc2O)no1
-2	CCC(C)NC(=O)CSc1nc(-c2ccc(F)cc2)cc(C(F)(F)F)n1 (configuration not stated)
-1	O=C(OC(c1ccccc1)c1ccccc1)c1cc(Cl)ccc1O
-6	Cc1cccc(-n2c(-c3ccco3)n[nH]c2=S)c1
2	CC(C)Nc1nc(NC(C)C)nc(N(C)N)n1
1	Cc1ccc(C)c(N2CCN(c3nc4ccccc4c(=O)n3-c3ccccc3)CC2)c1
5	O=C(NCCCn1ncc2ccccc21)C1CCC(=O)N(CCCN2CCOCC2)C1 (configuration not stated)
9	O=[N+]([O-])c1ccc(Cn2nnc(-c3ccc4c(c3)OCO4)n2)cc1
-12	COc1ccc(N2CCN(Cc3nc4c(c(=O)[nH]c(=O)n4C)n3Cc3ccc(Cl)cc3)CC2)cc1
-4	C=CCN(CC=C)S(=O)(=O)c1ccc(NC(=O)Nc2cccc(Cl)c2)cc1
7	Cc1nn(Cc2cccc(Oc3ccccc3)c2)c(C)c1NC(=O)c1cc2n(n1)C(C(F)(F)F)CC(c1ccccc1)N2 (configuration not stated)
8	COC(=O)c1c(NC(=O)CN2CCC(C)CC2)sc(Br)c1-c1ccccc1
8	C#CCS/C(N)=N\N=C\c1ccc(F)cc1
-1	CCOc1cc(/C=C2\SC(=O)NC2=O)ccc1OCC#N
-5	O=C(N/N=C/c1ccc[nH]1)c1cc(-c2ccncc2)nc2ccccc12
13	C=CCN1C(=O)N=C(Cc2c(F)cccc2Cl)C1=O
5	CC1CN(C)c2ccccc2-[n+]2ccsc21 (configuration not stated)
5	Cc1cc2c(cc3c(SCc4ccccc4Cl)nnc(C)n32)o1
5	COC(=O)c1sc(Cc2ccccc2)c(C)c1N
9	COc1cc(C(=O)Nc2cccc(-c3nc4ncccc4o3)c2)cc(OC)c1OC
13	Cc1noc(C)c1CCC(=O)NC(C)c1cnn(-c2ccccn2)c1C (configuration not stated)
-3	CN(C)c1ccc(CNC(=O)c2cc3cc(S(=O)(=O)N4CCCCC4)ccc3n2C)cc1
-7	COc1ccc2c(Sc3ccccc3)c(C(=O)NCc3ccc(OC(C)C)cc3)[nH]c2c1
-1	O=C1CC2Sc3ccc(Cl)cc3N=C2N(Cc2ccccc2)N1 (configuration not stated)
3	c1cc2ncc3ccsc3c2cn1
6	CCCCCCc1cc(C2C(c3ccccc3)=NN=C(c3ccc(Cl)cc3)N2O)c(O)cc1O (configuration not stated)
-5	COc1cc(CNCc2ccc(C)s2)ccc1OCC(O)CN1CCC(O)CC1 (configuration not stated)
-8	CCc1cccc(NC(=O)c2oc3ccc4c(c3c2C)C(=O)CC(C)(C)O4)c1
6	Cc1ccn2c(c1)nc(=O)c1cc(S(=O)(=O)N3CCCCC3)ccc12
-5	COc1ccc(C(=O)Nc2c(Cl)cc(Cl)cc2C(=O)N2CCC(C)CC2)cc1
-11	Nc1ccc(S(=O)(=O)Nc2ccc(Cl)c(Cl)c2)cc1
21	COc1ccccc1N=Cc1cc2c(cc1O)OC(=N)C(C#N)C2c1cccc(F)c1 (configuration not stated)
1	C/C(=C\C=C(Cl)Cl)CSC(=Nc1ccccc1)NC#N
4	S=C(C=C1SCCS1)c1ccc(Cl)cc1
0	Cc1ccc(Cn2c(=O)c3ccccc3n3c(-c4cccc(O)c4)nnc23)cc1
-8	Cc1cccc(N2Cc3ccc(Br)cc3C2)c1
-6	C=CCC(=O)N1CCC2(CCCN(CC(C)(C)C)C2=O)C1 (configuration not stated)
6	CCCCC(=O)Nc1nc(-c2ccc(S(=O)(=O)N3CCCC3)cc2)cs1
12	CCOC(=O)C1=C(C)C2(Br)C3C(=O)N(c4ccc(OCC)cc4)C(=O)C3C1(C)C1C(=O)N(c3ccc(OCC)cc3)C(=O)C12 (configuration not stated)
3	Cc1ccc2nc(-c3ccc(N=Cc4cc(I)cc(I)c4O)cc3O)oc2c1
9	Fc1c(F)c(F)c(CSc2nc3ccccc3o2)c(F)c1F

Some values from the entries so far.
Cc1cc(OCC(=O)Nc2ccc3nc(-c4ccccc4F)oc3c2)ccc1Cl @ RBX1-CUL1 inh = 1
Cc1ccc2oc3c(c(=O)c2c1)C(c1ccccc1)N(c1cc(C)on1)C3=O (configuration not stated) @ RBX1-CUL1 inh = -8

(list continues)
RBX1-CUL1 inh	Compound
6	Cc1ccc(-c2nc(-c3ccc4ccccc4c3)c(-c3ccccc3)[nH]2)cc1
0	COCCN(CC1CCCN(C2Cc3ccccc3C2)C1)C(=O)c1ocnc1C (configuration not stated)
7	Cc1ccccc1CNC(=O)CCCn1nc(C)c2sc3ccccc3c2c1=O
2	COc1ccc(CNC(=O)Cn2ncc3c(=O)oc4ccc(C)cc4c32)c(OC)c1
